NCI-60 one-dose screen, 48 h, at 10 µM unless noted. Numbers give growth in % (100 = growth as untreated, 0 = no growth, -100 = all killed).
HOP-92 = HOP-92 NSCLC cells. hit rate 6.3% among 71,000. AID 1794738
EKVX = EKVX NSCLC; hit rate 3% among 71,000; AID 1794765
SK-MEL-28 = SK-MEL-28 melanoma; hit rate 4.1% among 81,000
A549/ATCC = A549/ATCC NSCLC; AID 1794740; hit rate 3.7% among 81,000
UACC-62 = UACC-62 melanoma; hit rate 5.4% among 81,000
UACC-257 = UACC-257 melanoma; AID 1794764; hit rate 4.4% among 78,000
SK-MEL-5 = SK-MEL-5 melanoma; hit rate 6.4% among 80,000; AID 1794755
M14 = M14 melanoma; hit rate 6.2% among 80,000
Starred values were filed as active, the others as inactive; . = not tested or not shown; & = joins results of further samples; [ ] = remark or other dose. Rule for the calls: active = growth percent below 10; inactive = the rest.

SMILES	HOP-92	EKVX	SK-MEL-28	A549/ATCC	UACC-62	UACC-257	SK-MEL-5	M14
CCOC(=O)C1=C(C)N=C2SC=C(c3ccc(F)cc3)N2[C@H]1c1cn[nH]c1-c1ccccc1	89	94	102	90	80	.	96	99
CCCN1C(=C(C#N)C#N)Sc2c1nc(C)[nH]c2=O	86	106	97	105	88	.	119	107
O=C1NC2C=CC=CC2/C1=C1/SC(=S)N(C2CC(=O)N(c3ccc(Br)cc3)C2=O)C1=O (stereo not drawn)	.	93	101	99	88	96	100	103
O=C(c1ccc(O)cc1)C1[C@H](c2ccccc2Br)[C@@H](c2ccccc2)NC12C(=O)Nc1ccc(Cl)cc12 (stereo partly drawn)	-1.5*	10	29	-4.7*	7.0*	25	-33*	28
Brc1ccc(/C=C/c2n(Cc3ccc4ccccc4c3)c3ccccc3[n+]2Cc2ccc3ccccc3c2)cc1	-90*	-82*	-93*	10	-82*	-40*	-99*	-32*
CCCCCCSc1cc(=O)[nH]c(N)n1	83	106	110	74	92	76	102	110
CC(=O)O[C@H]1CC[C@]2(C)[C@H]3C(=O)C=C4[C@@H]5C[C@](C)(C(=O)N6CCCN(COC(=O)c7ccco7)CC6)CC[C@]5(C)CC[C@@]4(C)[C@]3(C)CC[C@H]2C1(C)C	83	104	51	112	62	66	86	94
O=C(N/N=C/c1ccc(O)cc1)c1ccc2nc(-c3ccc(Cl)cc3)[nH]c2c1	119	103	109	116	95	113	96	100
CN(CCO)c1ccccc1	109	107	110	102	104	103	97	102
c1ccc(-c2ccc(N=Nc3ccc(-c4ccccc4)cc3)cc2)cc1	95	.	108	98	98	102	103	107

Reprinted from the part before: three entries, followed by the next part.
SMILES	HOP-92	EKVX	SK-MEL-28	A549/ATCC	UACC-62	UACC-257	SK-MEL-5	M14
O=C(N/N=C/c1ccc(O)cc1)c1ccc2nc(-c3ccc(Cl)cc3)[nH]c2c1	119	103	109	116	95	113	96	100
CN(CCO)c1ccccc1	109	107	110	102	104	103	97	102
c1ccc(-c2ccc(N=Nc3ccc(-c4ccccc4)cc3)cc2)cc1	95	.	108	98	98	102	103	107
CC1(C)CC(=O)C=C(N2CCC(CCCC3CCN(C4=CC(=O)CC(C)(C)C4)CC3)CC2)C1	80	71	98	89	71	67	61	99
O=C1C(Cl)C(c2ccc(O)cc2)N1n1cnnc1 (stereo not drawn)	105	110	100	95	98	91	104	93
O=C(CSc1nc2sc3c(c2c(=O)n1Cc1ccccc1)CCCC3)N1CCN(c2ccccc2)CC1	103	100	106	73	96	86	98	97
Nc1nc(-c2cc3ccccc3oc2=O)co1	91	98	111	87	83	76	98	99
CCOC(=O)NCc1cccs1	100	103	118	90	105	95	104	98
COC(CCC#N)c1ccccc1 (stereo not drawn)	93	103	111	104	102	104	100	104
O=C(CSCC(=O)c1ccc([N+](=O)[O-])cc1)c1ccc([N+](=O)[O-])cc1	.	.	98	93	84	.	99	97
O=C(O)C(c1ccccc1)C(O)c1ccc2c(c1)OCO2 (stereo not drawn)	97	117	127	94	90	92	107	95
COc1ccccc1S(=O)(=O)Nc1ccc2c3c(cc(CCC(=O)NCCCCNc4cccc5c4C(=O)N(C4CCC(=O)NC4=O)C5=O)cc13)C(=O)N2C (stereo not drawn)	-11*	71	13	56	44	72	-33*	36
O=C(/C=C/c1ccc(F)cc1)c1ccc(O)cc1	109	104	109	92	88	96	94	.
O=C(O)c1cc(=O)[nH]cn1	68	100	114	94	111	109	105	110
O=C1c2cccc3c(-c4ccc(-c5nc6c7ccccc7c7ccccc7c6[nH]5)cc4)ccc(c23)C(=O)N1c1ccc(F)cc1	123	80	98	86	97	111	97	.
CCOC(=O)c1c(NC(=O)c2ccccc2C(F)(F)F)sc2c1CCC(=O)C2	40	32	80	98	13	99	-50*	.
O=[N+]([O-])c1cnc(Cl)c(Br)c1	96	98	108	92	.	.	100	105
COc1cc(Cl)c(C)cc1NC(=O)c1cc2ccccc2cc1O	-15*	0.9*	36	10	14	-1.4*	-35*	24
Nc1c(C(=O)c2ccc(F)cc2)sc2nc(-c3cnccn3)cc(-c3cccs3)c12	96	98	109	105	92	115	102	103
O=C1Nc2ccccc2/C1=C/c1c[nH]c2ccc(C(=O)O)cc12	.	85	116	101	94	107	98	108
COc1cc(CNC(=O)/C=C/c2ccc3c(c2)OCO3)ccc1OCc1cn(-c2ccc(Cl)c(Cl)c2)nn1	33	50	72	67	53	60	68	73
OC1Cc2ccccc2C1	69	100	102	97	96	91	101	95
Cc1ccc(-c2nc3ccccc3c(=O)n2/N=C/c2cccc3ccccc23)cc1	74	.	86	80	69	86	75	67
COc1ccc([C@H]2c3[nH]c4ccccc4c3C[C@H]3C(=O)N(C4CCN(CC5CCCCC5)CC4)CC(=O)N23)c(OC)c1	75[5.56 µM]	86[5.56 µM]	99[5.56 µM]	86[5.56 µM]	96[5.56 µM]	96[5.56 µM]	.	85[5.56 µM]
Cc1ccc(-c2cc3nc(C(Cl)Cl)nc(-c4ccccc4)n3n2)cc1	95	100	101	77	92	112	92	112
CCOC(=O)C1(C(=O)OCC)CCCCC1=O	83	104	109	95	107	100	106	103
O=C(NC1CCN(Cc2ccccc2)CC1)c1cc(-c2ccncc2)nc2ccc(Cl)cc12	28	.	46	6.5*	7.8*	-1.4*	16	16
Cc1ccc(Nc2[nH]c(=O)nc3c2cnn3C)c(C)c1	92	91	112	87	96	69	95	87
CN1CCN(CC(=O)Nc2nc3c(s2)Nc2ccccc2NC3=O)CC1	.	.	99	99	98	118	.	105
CCN(CC)c1ccc2cc(C(=O)c3cccs3)c(=O)oc2c1	85&81	87	74&108	89&88	46&83	82	43&72	61&100
C/C(=C(/C)C1CC1CCN(C(=O)c1cccs1)S(=O)(=O)c1ccc(C)cc1)C1CCCCC1 (stereo not drawn)	112	96	104	95	69	92	92	97
COc1ccc(-c2cs/c(=N\N=C\c3ccc(C#N)cc3)n2C)cc1	76	50	96	85	64	67	38	.
OCCN1CCN(c2nc(Nc3ccc(-c4nc5ccccc5[nH]4)cc3)c3cn[nH]c3n2)CC1	-83*	-80*	.	-92*	.	-89*	.	-78*
Cc1ccc2c(c1)c(=O)n(-c1ccccc1)c1nnc(/C=C/c3ccccc3)n21	104	48	98	100	92	99	95	92
O=C(NNc1nc2cc(F)ccc2n2c(CN3CCC(O)C3)ccc12)c1cnccn1 (stereo not drawn)	23	10	26	15	0.1*	7.0*	4.3*	.
O=C1C2C(c3cccs3)C=C(c3ccc(Cl)cc3)N2C(=S)N1c1ccccc1 (stereo not drawn)	97	109	105	101	89	105	98	101
COc1cc(NCC(=O)Nc2cc(Nc3cccc(Cl)c3F)ncn2)c(Cl)c(OC)c1Cl	80	79	112	82	76	94	83	96
COc1ccc(/C=C/c2nc3ccccc3nc2/C=C/c2ccc(OC)cc2)cc1	92	96	102	94	90	106	.	93
O=C(c1ccccc1)c1cccnc1	90&80	95&100	106&104	98&90	95&84	91&99	89&99	94&93
O=S=NCCCCl	91	.	105	107	103	109	102	101
COc1ccc(Cc2cc(-c3ccccc3)nn(CC(=O)c3ccccc3)c2=O)cc1	73	68	104	52	72	80	88	96
CCOC(=O)c1nn(C2CCCCO2)c2ccc(NC(=O)CN3CCOCC3)cc12 (stereo not drawn)	108	100	109	106	102	99	102	102
O=C(Oc1ccc2ccccc2c1)c1ccccc1	.	113	105	94	101	107	119	113
Cc1ccc(N2C(=O)/C(=C3\SC(=S)N(c4ccc(C)c(C)c4)C3=O)SC2=S)cc1C	100	101	101	93	92	96	97	98
O=C(CS(=O)(=O)c1oc(-c2ccc(Cl)cc2)nc1S(=O)(=O)c1ccc(Cl)cc1)N1CCOCC1	-25*	84	35	84	57	74	78	24
NNC(=O)c1ccc[n+](Cc2ccccc2)c1	94	100	118	90	106	.	102	99
COc1nc2ccc(C)cc2cc1-c1nc2c(cnn2-c2ccc(Br)cc2)c(=O)[nH]1	52	54	39	58	29	47	51	28
Clc1cccc(Cc2cn3cc(-c4ccccc4)nc3s2)c1Cl	66	.	75	55	44	74	59	29
CCCCCCCCC1CC(C)CCC1=O (stereo not drawn)	.	.	104	100	105	100	114	97
Cc1c(C(=O)O)nnn1-c1sc2c(c1C(=O)O)CCCC2	96	91	100	94	97	.	102	99
CC12CCCC(=O)N1c1ccccc1-c1nc(-c3ccccc3Cl)nn12 (stereo not drawn)	96	84	111	101	86	110	99	109
COc1cc(C(=O)Nc2ccc(N(C)C)cc2)cc(OC)c1OC	.	.	82	.	82	.	90	90
Cc1cc2nc(C/C(=N/O)c3ccncc3)c(C/C(=N/O)c3ccncc3)nc2cc1C	91	101	92	83	81	57	91	96
The results go on:
SMILES	HOP-92	EKVX	SK-MEL-28	A549/ATCC	UACC-62	UACC-257	SK-MEL-5	M14
Cc1nnc(N/N=C/c2ccc([N+](=O)[O-])o2)[nH]c1=O	-36*	-17*	25	29	11	34	-24*	26
CCN(CC)c1ccc2c(c1)Oc1nc(N)c(C#N)c(N)c1C2Sc1ccc(F)cc1 (stereo not drawn)	-37*	-86*	-62*	-40*	-52*	-17*	-96*	.
Nc1cccc2cn[nH]c12	.	95	108	89	99	98	108	98
CCN1CCN(c2nc(O)c(/C=C3\C=Nc4cc(Cl)ccc43)s2)CC1	63	98	105	101	90	103	97	96
O=C(/C=C\c1ccccc1)N1c2ccccc2CC1c1c[nH]c2ccccc12 (stereo not drawn)	47	66	89	65	49	89	88	72
O=S(=O)(c1ccccc1)N(c1ccccc1)S(=O)(=O)c1ccccc1	68	92	97	90	84	90	103	96
COc1cc(/C=N/n2c(CN3CCOCC3)nc3ccccc3c2=O)cc(OC)c1OC	106	107	99	92	98	97	101	102
CCCCCCC1(/C=N/NC(N)=O)NC(=O)NC1=O (stereo not drawn)	110	92	106	71	99	.	97	97
Cc1cc(=O)n(C(=O)Nc2ccc(F)cc2)c2cc(O)ccc12	77	104	109	107	96	102	104	103
N#CCC(=O)Nc1ccc(NC(=O)c2ccccc2-c2ccccc2C(=O)O)cc1	110	95	109	105	100	121	108	108

No new results follow: an excerpt of the list.
SMILES	HOP-92	EKVX	SK-MEL-28	A549/ATCC	UACC-62	UACC-257	SK-MEL-5	M14
Cc1nnc(N/N=C/c2ccc([N+](=O)[O-])o2)[nH]c1=O	-36*	-17*	25	29	11	34	-24*	26
CCN(CC)c1ccc2c(c1)Oc1nc(N)c(C#N)c(N)c1C2Sc1ccc(F)cc1 (stereo not drawn)	-37*	-86*	-62*	-40*	-52*	-17*	-96*	.
Nc1cccc2cn[nH]c12	.	95	108	89	99	98	108	98
CCN1CCN(c2nc(O)c(/C=C3\C=Nc4cc(Cl)ccc43)s2)CC1	63	98	105	101	90	103	97	96
O=C(/C=C\c1ccccc1)N1c2ccccc2CC1c1c[nH]c2ccccc12 (stereo not drawn)	47	66	89	65	49	89	88	72

Structures listed so far that have a cyano group:
SMILES	HOP-92	EKVX	SK-MEL-28	A549/ATCC	UACC-62	UACC-257	SK-MEL-5	M14
CCCN1C(=C(C#N)C#N)Sc2c1nc(C)[nH]c2=O	86	106	97	105	88	.	119	107
COC(CCC#N)c1ccccc1 (stereo not drawn)	93	103	111	104	102	104	100	104
COc1ccc(-c2cs/c(=N\N=C\c3ccc(C#N)cc3)n2C)cc1	76	50	96	85	64	67	38	.
CCN(CC)c1ccc2c(c1)Oc1nc(N)c(C#N)c(N)c1C2Sc1ccc(F)cc1 (stereo not drawn)	-37*	-86*	-62*	-40*	-52*	-17*	-96*	.
N#CCC(=O)Nc1ccc(NC(=O)c2ccccc2-c2ccccc2C(=O)O)cc1	110	95	109	105	100	121	108	108

(list continues)
SMILES	HOP-92	EKVX	SK-MEL-28	A549/ATCC	UACC-62	UACC-257	SK-MEL-5	M14
C[C@H]1[C@H](C)CC[C@]2(COC(=O)c3cccnc3)CC[C@]3(C)C(=CC[C@@H]4[C@@]5(C)CCCNC(C)(C)[C@@H]5CC[C@]43C)[C@H]12	67	90	75	79	53	66	56	79
N#C/C(=C\c1ccc(F)cc1)n1nnc2cc(F)c(F)cc21	96	107	112	88	99	95	107	96
CC(=O)c1nn(-c2ccccc2)c2nc3nc(-c4cc5ccccc5o4)cc(-c4c[nH]c5ccccc45)c3c(=O)n12	76	90	104	96	79	101	93	105
COc1ccc(/C=C/C(=O)c2ccc(NC(=O)CSc3nnc(-c4ccc(OC)c(OC)c4)o3)cc2)cc1OC	116	101	103	99	92	104	95	99
CN(C)c1ncnc2c1nnn2C1OC(CO)C(O)C1O (stereo not drawn)	20	40	13	36	-33*	12	-13*	-13*
O=C(CSc1nc2sc3c(c2c(=O)n1-c1ccc(Cl)cc1)CCCC3)NNC(=O)Nc1cccc(C(F)(F)F)c1	-14*	31	33	24	17	35	35	32
CCC1(CC)CC(=O)c2c(ccc(C(=O)C[C@@H](N)CO)c2N)O1	90	95	108	87	94	89	93	95
Brc1c2c(c(Br)c3ccccc13)CCCC2	81	97	101	80	85	90	98	99
Nc1nc(-c2cccc(C(F)(F)F)c2)nn1-c1nc2ccccc2s1	91	75	98	66	93	101	99	93
CC(O)C(F)(F)C(F)(F)C(F)(F)F (stereo not drawn)	117	.	108	110	115	107	101	103
O=c1c2cc(Cl)ccc2sc2c(NCCCO)nc3ccccc3c12	71	92	94	80	73	104	94	88
O=C(CC(=O)c1cccnc1)c1ccccc1	.	97	101	100	96	101	82	85
C=C(CNCCc1ccc(O)cc1)[C@@H]1CC[C@]2(COC3CCCCO3)CC[C@]3(C)[C@H](CC[C@@H]4[C@@]5(C)CCC(N)C(C)(C)[C@@H]5CC[C@]43C)[C@@H]12 (stereo partly drawn)	-74*	-75*	-95*	-86*	-87*	-81*	-98*	-89*
CC(=O)n1c(/C(C#N)=C/c2ccc(N(C)C)cc2)cc2ccccc21	71	37	61	49	27	69	30	27
CC(C)CCCCc1c[nH]c(=O)[nH]c1=O	86	.	101	.	117	.	105	97
Cn1c2ccccc2c2ccccc21	.	.	102	108	101	95	105	99
CCOC(=O)/C(=C\c1cccc(Cl)c1)C(C)=O	.	.	109	105	.	107	101	105
CC1(C)CC(=O)C(/C=N/C(N)=S)=C(O)C1	94	100	109	105	98	104	99	100
